High-throughput results from PubChem.
T cell HTS – modulates CD8 T cell binding to vesicles; calls only at 7 µM; actives 0.068% (n = 330,000); 2C CD8+ T cell-vesicle binding, flow cytometry; stronger effect = lower value; AID 2052;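 active = response, share of CD8 T cells binding vesicles, and their 90th percentile fluorescence all below set limits, cut at about 80% in these data, passing the limit was not always enough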
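Material: 2C TCR transgenic mouse naive CD8+ T cells, MACS-purified. Also added: QL9-charged Drosophila Ld/ICAM-1/B7-1 vesicles. Timing: binding 1.5 h at 37 °C. Measured by: high-throughput flow cytometry with anti-B7-1 and anti-CD8 staining. Read-out: percent CD8+ FL2 mean versus row control. Controls: Unloaded micro-vesicles (low), QL9 vesicles with 0.7% DMSO (high).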
PhoP inhibition – PhoP-dependent GFP reporter repression – Salmonella Typhimurium, primary screen (AID 1863) | actives 0.16% (n = 300,000) | inhibition, % at 50 µM; hits with a dose series show IC50 in µM | S. Typhimurium PhoP-regulated promoter GFP reporter, 4 h; higher % means a stronger effect;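 active = inhibition over 29.93%, a cutoff 3 SD above the screen mean, later confirmed by dose response; inconclusive = inhibition over 29.93% but no dose response follow-up; inactive = inhibition at most 29.93% or unconfirmed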;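 note: 0% = low Mg2+ inducing control and 100% = high Mg2+ repressing control; strong numbers were not always called active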
West Nile virus CPE – inhibition of WNV-induced cytopathic effect – cell-based, CPE readout (AID 1621); West Nile virus-infected cells, CPE inhibition; higher % means a stronger effect; one-dose CPE inhibition, % at 10 µM; IC50 in µM for titrated hits; actives 0.02% (n = 290,000); in the data active = a potency from the dose series; inconclusive = CPE inhibition mostly from about 3.7% at the one dose, without a potency; inactive = the rest, 99 in 100 with CPE inhibition below about 2.2%; note: strong numbers were not always called active
RSV CPE inhibition – inhibition of RSV-induced cytopathic effect – HEp-2 cells, primary 10 µM value included (AID 2391) | one-dose CPE inhibition, % at 10 µM; IC50 in µM for titrated hits | HEp-2 cells, RSV-induced CPE inhibition; higher % means a stronger effect | actives 0.13% (n = 310,000); in the data active = a potency from the dose series; inconclusive = CPE inhibition mostly from about 23% at the one dose, without a potency; inactive = the rest, 99 in 100 with CPE inhibition below about 21%; note: strong numbers were not always called active
UTI89 phage lysis – inhibition of K1F phage lysis, E. coli UTI89, bacterial capsule biogenesis inhibitors, alamar blue (AID 488966); E. coli UTI89 K1F phage lysis, alamar blue, 2 h; higher % means a stronger effect; inhibition, % at 100 µM; hits with a dose series show IC50 in µM; actives 0.02% (n = 340,000);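 active = phage lysis inhibition, versus mean bacterial control, above a set limit; inconclusive = no clear call, values can overlap the other calls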;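 note: capsule biogenesis inhibitors block K1F phage lysis so surviving cells raise fluorescence; higher fluorescence means more inhibition of phage lysis; actives were called in the ten point dose series up to 300 µM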
NS5 inhibitors – flavivirus cap methylation enzyme inhibition – biochemical, confirmation dose response, primary screen (AID 588689) | inhibition, % at 25 µM, or IC50 in µM where a hit was titrated | actives 0.3% (n = 340,000) | Dengue-2 NS5 methyltransferase capping enzyme assay, biochemical; higher % means a stronger effect; in the data active = a potency from the dose series; inconclusive = inhibition above about 29% without an active follow-up result
Large T inhibition – TAg ATPase/helicase activity blockers – biochemical (AID 1903). SV40 large T antigen ATPase/helicase inhibition assay; higher % means a stronger effect. inhibition, % at 20 µM, or IC50 in µM where a hit was titrated. actives 0.39% (n = 310,000); in the data active = a potency from the dose series; inconclusive = inhibition mostly from about 32% at the one dose, without a potency; inactive = the rest, 99 in 100 with inhibition below about 32%; note: strong numbers were not always called active
MgcRacGAP inhibition – MgcRacGAP GTPase-activating activity inhibitors, confirmation, biochemical, ADP Hunter fluorescence. AID 624330. inhibition, % at 30 µM, or IC50 in µM where a hit was titrated. actives 0.6% (n = 340,000). MgcRacGAP-stimulated Rac1 GTP hydrolysis, ADP Hunter fluorescence; higher % means a stronger effect; GST-tagged Rac1 F28L mutant substrate;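 active = first-screen hits whose inhibition reached a set limit at any dose in the follow-up dose series; inconclusive = inhibition above the set first-screen limit but never retested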;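 note: fluorescence reports GDP produced by GAP-driven GTP hydrolysis; strong numbers were not always called active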
NTR1 ag – NTR1-driven beta-arrestin-GFP spot formation – imaging, U2OS cells, high content, primary screen (AID 493036) | actives 0.17% (n = 330,000) | agonist mode | P30989 | activation, % at 20 µM;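 active = activation at or above 40% of the spot to cytoplasm intensity ratio, with at least 20 cells analyzed; inconclusive = wells under 20 cells, flagged as cytotoxic or low count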;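 note: 0% = DMSO without peptide and 100% = 100 nM NTR1 peptide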
Target sequence (P30989 whole entry, looked up): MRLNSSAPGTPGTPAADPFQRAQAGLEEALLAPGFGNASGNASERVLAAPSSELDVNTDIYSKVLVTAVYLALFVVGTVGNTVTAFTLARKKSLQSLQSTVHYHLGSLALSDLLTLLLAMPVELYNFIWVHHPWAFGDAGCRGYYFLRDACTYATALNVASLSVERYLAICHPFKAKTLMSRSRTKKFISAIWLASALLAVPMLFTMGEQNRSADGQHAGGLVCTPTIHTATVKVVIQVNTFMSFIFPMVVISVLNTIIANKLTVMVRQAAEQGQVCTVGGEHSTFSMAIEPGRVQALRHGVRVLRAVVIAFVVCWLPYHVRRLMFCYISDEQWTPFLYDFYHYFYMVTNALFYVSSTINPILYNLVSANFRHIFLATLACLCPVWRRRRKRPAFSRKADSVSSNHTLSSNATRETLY
T cell HTS vesicle-bound % – recorded beside T cell HTS, whose call it bears; double positive events, %; measured here: CD8+ vesicle-bound cell fraction;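 binding gate set so that unloaded-vesicle control wells show 10% double positive cells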
NTR1 ag cell count 20 µM – second read-out of NTR1 ag, no call of its own (marks repeat the call); cell count; measured here: cell count, cytotoxicity flag
* = called active by the depositor; i = inactive; ? = inconclusive; . = no result given; [ ] = another dose, or the depositor's remark.

entry	SMILES	T cell HTS	T cell HTS vesicle-bound %	PhoP inhibition	West Nile virus CPE	RSV CPE inhibition	UTI89 phage lysis
1	CC1(C)CC(=O)N(CC(=O)N2CCN(c3ncccn3)CC2)c2ccccc2S1(=O)=O	i	17.5	-3.9%	-0.1%	-0.4%	-4.6%
2	COC(=O)Cn1c(C(F)(F)F)nc2ccccc21	i	35.8	16.8%	0.3%	3.8%	0.5%
3	N#Cc1ccc(CSc2nnc(Nc3ccccc3)s2)cc1	i	9.9	5.7%	-0.6%	1.5%	-0.5%
4	CC(=O)N1CCN(C(=O)c2cccc(S(=O)(=O)N3CCOCC3)c2)CC1	.	.	.	.	.	1.5%[50 µM]
5	O=c1o[nH]c(-c2ccccc2)c1C=Nc1ccc(Cl)cc1	i	56.0	-1.5%	0.0%	3.5%	0.1%
6	O=c1oc2c3c4c(cc2c2c1CCC2)OCCN4CCC3	i	47.3	0.5%	0.1%	14.7%	2.9%
7	CCOc1ccccc1N1CCN(C(=O)c2cccc(S(=O)(=O)N3CCOCC3)c2)CC1	i	39.4	.	.	1.8%	0.5%[50 µM]
8	CC1CCc2sc3nc(NCc4ccco4)n4ncnc4c3c2C1 (centres undefined)	i	53.4	6.2%	-0.1%	73.9%	-0.3%
9	O=C(Nc1ccc(Cl)c(Cl)c1)Nc1nnc(CC2=CCCCC2)s1	i	52.9	-7.5%	-0.9%	14.2%	0.2%
10	O=C(CNC(=O)c1ccccc1)N/N=C/c1ccc([N+](=O)[O-])s1	i	66.0	-8.0%	-1.1%	-0.5%	-2.7%
11	CC(=O)c1ccc(-c2ccc([C@H]3[C@@H]4C=CCC[C@@]4(C)C(=O)N3Cc3ccccc3)c(F)c2)cc1	i	44.3	-2.2%	?	-3.8%	0.3%
12	CCCC(=NCc1ccccc1)C1=C(O)C(C(=O)OC)C(C)(C)CC1=O (centres undefined)	i	30.1	1.7%	0.0%	0.6%	-0.4%[50 µM]

entry	NS5 inhibitors	Large T inhibition	MgcRacGAP inhibition	NTR1 ag	NTR1 ag cell count 20 µM
1	7.2%	-1.2%	-6.3%	-3.1	56
2	-5.6%	-2.7%	5.4%	0.5	53
3	-0.8%	9.3%	3.1%	0.9	54
4	6.5%	.	-2.8%	0.6	56
5	-2.7%	10.5%	6.5%	-1.0	83
6	24.7%	28.7%	16.7%	4.4	56
7	-3.7%	.	1.3%	1.0	63
8	2.0%	1.9%	6.2%	21.2	64
9	-1.8%	?	9.8%	6.0	108
10	-6.6%	16.3%	5.3%	-0.5	33
11	4.9%	7.8%	6.4%	10.2	75
12	-0.7%	3.9%	4.4%	0.0	45

Later entries:
entry	SMILES	T cell HTS	T cell HTS vesicle-bound %	PhoP inhibition	West Nile virus CPE	RSV CPE inhibition	UTI89 phage lysis
13	CC(=O)Nc1cccc(C(=O)OCC(=O)NC(C)c2ccc(F)cc2)c1 (centres undefined)	i	32.5	-1.4%	0.4%	17.9%	0.6%
14	Clc1ccc(-c2csc(N/N=C/c3cccnc3)n2)c(Cl)c1	i	4.7	-12.6%	-1.0%	11.8%	-0.9%[50 µM]
15	Cc1ccc(C)c(C2=CSC3=NCCN23)c1	i	5.3	14.6%	-0.2%	0.9%	-0.1%
16	CCc1nnc(NC(=O)OCc2ccccc2)s1	i	36.5	-3.9%	0.7%	-0.4%	0.2%[50 µM]
17	O=C(NC1CCCC1)C(c1cc2c(cc1[N+](=O)[O-])OCO2)N1CCCC1 (centres undefined)	i	47.7	3.3%	0.0%	-0.6%	0.4%
18	CN(/N=C/c1ccccc1)C(=S)c1ccccc1	i	21.4	.	.	1.1%	-1.1%
19	COc1ccc(C)cc1NC(=O)CN(Cc1nnc(-c2ccc(Cl)cc2)o1)C1CCCC1	i	31.9	6.0%	0.2%	6.8%	-0.1%
20	Cc1ccc(C)c(SCC(=O)NNC(=O)c2csc(N3CCOCC3)n2)c1	i	9.6	-0.9%	-0.5%	1.2%	0.0%
21	CCCN(CC(=O)Nc1ccccc1C)C(=O)C1CCN(S(=O)(=O)c2ccccc2C(F)(F)F)CC1	i	43.6	6.7%	.	-0.1%	-0.1%[50 µM]
22	O=C(Cn1c(=O)oc2cc(S(=O)(=O)N3CCCC3)ccc21)Nc1ccccc1Br	i	31.2	-3.7%	0.5%	0.1%	0.1%
23	COc1ccc(-c2ccccc2)cc1NCc1ccccc1C	i	34.9	40.5%	0.3%	3.5%	0.1%
24	CCCC(=O)c1ccc(N2CCCCC2)c(F)c1	i	29.2	-7.2%	-0.3%	0.6%	0.1%

entry	NS5 inhibitors	Large T inhibition	MgcRacGAP inhibition	NTR1 ag	NTR1 ag cell count 20 µM
13	2.2%	15.0%	1.2%	1.9	38
14	-1.9%	3.3%	2.2%	20.0	38
15	7.5%	3.8%	0.7%	-0.1	57
16	-0.7%	1.7%	-0.4%	-0.1	52
17	8.9%	11.8%	1.0%	0.1	51
18	0.8%	6.7%	3.7%	1.5	47
19	-9.6%	.	4.0%	5.2	88
20	2.6%	-3.0%	7.9%	-0.2	73
21	-0.7%	9.0%	6.7%	-1.9	59
22	-1.6%	9.7%	6.6%	0.0	52
23	11.6%	-14.9%	14.7%	-0.5	60
24	-5.3%	4.4%	10.8%	-0.2	94

(next part)
entry	SMILES	T cell HTS	T cell HTS vesicle-bound %	PhoP inhibition	West Nile virus CPE	RSV CPE inhibition	UTI89 phage lysis
25	Cc1c(O)c(=O)ccn1Cc1ccccc1	.	.	3.5%	-0.6%	0.5%	-11.1%
26	O=C(Cn1nc(-c2cccc(Cl)c2)ccc1=O)NCC1COCCO1 (centres undefined)	i	9.1	-6.5%	.	0.0%	1.6%[50 µM]
27	Cc1cc(N2CCOCC2)ccc1/C=C1\NC(=O)N(Cc2ccccc2)C1=O	i	56.1	-2.4%	-1.0%	2.5%	-0.2%
28	O=C(NCC(=O)N(Cc1ccc(F)cc1)C(C(=O)NCC1CCCO1)c1ccccc1)c1ccco1 (centres undefined)	i	29.9	-0.5%	-0.6%	0.0%	0.1%
29	COc1ccc(COCC(O)CN(Cc2ccco2)Cc2ccccc2O)cc1 (centres undefined)	i	19.6	0.0%	-1.7%	4.6%	-0.3%[50 µM]
30	CCOC(=O)c1sc(NC(=O)c2ccco2)nc1C	i	54.0	0.0%	-0.1%	0.1%	0.0%
31	C=CCn1nnnc1SCC(=O)Nc1cccc(C(F)(F)F)c1	i	21.9	-4.9%	-0.2%	1.5%	-0.1%
32	COc1ccc(C(=O)N/C(=C/c2cccnc2)C(=O)N2CCOCC2)cc1OC	i	47.8	-9.5%	-0.2%	0.4%	0.9%
33	COc1ccc(-c2c(C)nn3c(C)cc(C)nc23)cc1	i	57.1	2.0%	-0.2%	10.9%	-0.3%
34	O=C(Oc1ccc2cccc(OC(=O)N3CCOCC3)c2c1)N1CCOCC1	i	13.5	9.3%	0.0%	0.1%	-2.3%
35	CN(C(=O)COc1ccc(Cl)cc1)C1(C)CCS(=O)(=O)C1 (centres undefined)	i	26.1	-1.1%	.	-2.9%	1.5%[50 µM]
36	CCOC(=O)N1CCC(NC(=O)c2ccc(N3CCC4(CC3)OCCO4)c([N+](=O)[O-])c2)CC1	i	59.3	-7.0%	-0.9%	2.4%	0.3%

entry	NS5 inhibitors	Large T inhibition	MgcRacGAP inhibition	NTR1 ag	NTR1 ag cell count 20 µM
25	0.8%	15.9%	7.7%	10.7	83
26	2.9%	7.0%	3.1%	-1.2	45
27	-10.0%	11.2%	6.3%	0.1	74
28	-8.7%	6.3%	3.5%	0.0	41
29	-3.9%	7.9%	5.9%	-0.1	59
30	4.9%	1.0%	7.5%	-1.0	53
31	1.3%	12.0%	2.7%	3.3	64
32	-5.4%	8.0%	9.0%	0.1	42
33	3.5%	5.3%	9.7%	-0.2	74
34	-6.2%	4.7%	5.5%	-1.2	53
35	-5.8%	9.7%	0.2%	-1.1	66
36	-3.0%	13.4%	2.7%	1.8	57

Reformatted with two lines to a compound: entries from further up.
Values in the order – T cell HTS	T cell HTS vesicle-bound %	PhoP inhibition	West Nile virus CPE	RSV CPE inhibition	UTI89 phage lysis	NS5 inhibitors	Large T inhibition	MgcRacGAP inhibition	NTR1 ag	NTR1 ag cell count 20 µM
(15) Cc1ccc(C)c(C2=CSC3=NCCN23)c1
  i	5.3	14.6%	-0.2%	0.9%	-0.1%	7.5%	3.8%	0.7%	-0.1	57
(16) CCc1nnc(NC(=O)OCc2ccccc2)s1
  i	36.5	-3.9%	0.7%	-0.4%	0.2%[50 µM]	-0.7%	1.7%	-0.4%	-0.1	52

More results
entry	SMILES	T cell HTS	T cell HTS vesicle-bound %	PhoP inhibition	West Nile virus CPE	RSV CPE inhibition	UTI89 phage lysis
37	CC(=O)Nc1ccc(S(=O)(=O)NNC(=O)c2cccc3ccccc23)cc1	i	5.4	-1.8%	0.1%	0.6%	0.4%
38	Cc1ccccc1-n1ncc(C(C)NS(=O)(=O)c2ccccc2Cl)c1C (centres undefined)	i	9.6	-5.0%	-1.4%	2.6%	-0.2%
39	COc1cnc(-c2ccccn2)nc1Oc1cccc(C(F)(F)F)c1	i	56.4	-4.1%	-1.6%	3.3%	0.5%
40	O=C(O)c1ccc2cccc(O)c2n1	i	14.8	-4.2%	0.5%	0.5%	.

entry	NS5 inhibitors	Large T inhibition	MgcRacGAP inhibition	NTR1 ag	NTR1 ag cell count 20 µM
37	-15.1%	7.2%	-7.5%	0.1	71
38	-2.6%	14.7%	4.4%	0.2	62
39	-6.5%	13.0%	1.2%	1.2	62
40	.	26.0%	.	-0.6	54

3 entries from above, with two lines to a compound.
Below each SMILES – T cell HTS | T cell HTS vesicle-bound % | PhoP inhibition | West Nile virus CPE | RSV CPE inhibition | UTI89 phage lysis | NS5 inhibitors | Large T inhibition | MgcRacGAP inhibition | NTR1 ag | NTR1 ag cell count 20 µM
#38 Cc1ccccc1-n1ncc(C(C)NS(=O)(=O)c2ccccc2Cl)c1C (centres undefined)
→ i | 9.6 | -5.0% | -1.4% | 2.6% | -0.2% | -2.6% | 14.7% | 4.4% | 0.2 | 62
#39 COc1cnc(-c2ccccn2)nc1Oc1cccc(C(F)(F)F)c1
→ i | 56.4 | -4.1% | -1.6% | 3.3% | 0.5% | -6.5% | 13.0% | 1.2% | 1.2 | 62
#40 O=C(O)c1ccc2cccc(O)c2n1
→ i | 14.8 | -4.2% | 0.5% | 0.5% | . | . | 26.0% | . | -0.6 | 54

Hits appear at their usual frequency. About 1.5% of those tested had a hit in this group.
